TRHR agonist: activates the human TRH receptor; P34981; TRHR cells, calcium flux fluo-8, FDSS agonist mode; activation, % at 2 µM; hit rate 0.18% among 360,000; AID 493084; in the data active means activation above about 30%; further: 0% is about no effect
Target sequence (P34981 whole entry, looked up): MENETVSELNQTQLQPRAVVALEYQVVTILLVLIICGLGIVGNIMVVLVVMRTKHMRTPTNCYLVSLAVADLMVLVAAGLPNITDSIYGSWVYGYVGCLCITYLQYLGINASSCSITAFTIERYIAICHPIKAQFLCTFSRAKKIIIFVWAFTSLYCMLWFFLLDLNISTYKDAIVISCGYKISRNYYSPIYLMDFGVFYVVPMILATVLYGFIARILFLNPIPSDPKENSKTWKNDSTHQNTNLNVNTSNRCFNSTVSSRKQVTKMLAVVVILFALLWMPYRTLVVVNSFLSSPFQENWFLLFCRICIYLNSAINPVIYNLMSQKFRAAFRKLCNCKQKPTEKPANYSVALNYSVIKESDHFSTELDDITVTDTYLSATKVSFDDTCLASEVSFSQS
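Fluo-8-loaded TRHR cells; 10 s baseline, compound added, kinetic Ca2+ fluorescence read 1/s, agonist mode.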
Apoferritin bind: candidate novel general anesthetic via apoferritin binding; apoferritin/1-aminoanthracene competitive binding, fluorescence; Potency, µM (doses to about 77.5 µM), for the others: top-dose activity change, negative = displacement, most hits filed as inhibitors; hit rate 0.074% among 350,000; AID 485281; further: potency means the concentration at half of the fitted maximal effect; on the % scale 0 is the no-effect control and ±100 the full control effect; nearly all actives have a fitted effect of over 20% in size
Target sequence (P02791 2-175 limits assumed): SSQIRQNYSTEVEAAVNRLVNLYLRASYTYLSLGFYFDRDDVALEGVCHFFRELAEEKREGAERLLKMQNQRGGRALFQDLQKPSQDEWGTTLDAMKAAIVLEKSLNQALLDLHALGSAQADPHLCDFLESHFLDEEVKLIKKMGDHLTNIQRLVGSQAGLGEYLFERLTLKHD
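Steps: apoferritin (10 uM) was premixed with half-saturated 1-AMA in PBS, compounds were pin-transferred, plates stood 10 min at room temperature, fluorescence was read at 380/535 nm, and curves were fitted with a Hill equation.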
D1 antag: blocks dopamine activation of the human D1 receptor. P21728. HEK293 TREx D1 cells, calcium flux, dopamine EC80; stronger effect = lower value. activity change, negative = inhibition, % at 10 µM. hit rate 3.2% among 360,000; in the data active means activity change below about -30%; further: on the % scale 0 is the no-effect control and ±100 the full control effect
Target sequence (P21728 whole entry, looked up): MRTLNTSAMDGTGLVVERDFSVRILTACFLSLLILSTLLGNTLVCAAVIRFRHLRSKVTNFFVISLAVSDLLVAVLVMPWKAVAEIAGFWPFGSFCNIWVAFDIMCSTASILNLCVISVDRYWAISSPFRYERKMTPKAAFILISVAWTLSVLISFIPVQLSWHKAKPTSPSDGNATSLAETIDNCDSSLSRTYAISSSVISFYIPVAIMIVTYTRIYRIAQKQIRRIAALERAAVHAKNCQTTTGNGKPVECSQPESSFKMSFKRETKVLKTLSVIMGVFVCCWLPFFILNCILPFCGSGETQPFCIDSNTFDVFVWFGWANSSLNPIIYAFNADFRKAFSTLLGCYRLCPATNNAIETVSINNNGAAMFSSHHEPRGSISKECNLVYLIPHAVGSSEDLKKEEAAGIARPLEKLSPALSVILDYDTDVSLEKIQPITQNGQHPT
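HEK293 T-REx cells expressing inducible, force-coupled D1 receptor; no-wash Ca dye, 30–90 min RT. Cmpd → 180 s read at 1 Hz → EC80 DA → 180 s read.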
D1 ag: human D1 receptor agonism | P21728 | HEK293 T-REx D1 cells, calcium flux, agonist mode | activation, % at 2 µM | hit rate 1% among 360,000 | AID 504660; in the data active means activation above about 30%; further: 0% is about no effect
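Tetracycline-induced HEK293 TREx D1 cells, force-coupled to calcium signalling, were dye-loaded with a no-wash calcium kit. Compound was pin-added after a 10 s baseline. Fluorescence was read kinetically at 1 cycle/s for 180 s, with calcium rises flagged as agonism.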
RXFP1 antagonist: RXFP1 (human) relaxin receptor antagonism. Q9HBX9. HEK293-RXFP1, relaxin-stimulated cAMP HTRF, 30 min; stronger effect = lower value. activity change, negative = inhibition, % at 57.5 µM. hit rate 0.59% among 350,000;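 active means activity change of -60% or lower, but not beyond a set lower limit; inconclusive means change between -60% and -40%, or beyond the set limit; inactive means change above -40%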; further: on the % scale 0 is the no-effect control and ±100 the full control effect
TRHR PAM: allosterically enhances the human TRH receptor. P34981. TRHR cells, fluo-8 calcium fluorescence, EC20 TRH enhancement. enhancement, % at 2 µM. hit rate 0.66% among 360,000. AID 493056; in the data active means enhancement above about 30%; further: 0% is about no effect
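TRHR-expressing cells loaded with fluo-8 calcium dye were read kinetically (ex 480/em 530) during compound addition, then stimulated with an EC20 of TRH (10 nM final). Enhancement of the Gq-mediated intracellular calcium response was scored.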
D2 PAM: positively modulates the human D2 dopamine receptor allosterically; P14416; HEK293 T-REx D2, calcium flux, EC20 dopamine potentiation; potentiation, % at 10 µM; hit rate 0.34% among 340,000; AID 485347;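 active means potentiation over 3 SD above the plate norm, cut at about 30% in these data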; further: 0% is about no effect
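Tetracycline-induced Hek293 Trex D2 cells, force-coupled to calcium, loaded with no-wash calcium dye. Compound added with 180 s kinetic read for agonism, then EC20 dopamine and a further 180 s read for potentiation.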
D1 potentiator: potentiators of human D1 dopamine receptor; potentiation, % at 10 µM; hit rate 0.036% among 360,000; P21728; HEK293 TREx D1 cells, calcium flux, dopamine EC20 potentiation; AID 504651; in the data active means potentiation above about 30%; further: 0% is about no effect
RXFP1 agonist: activates the human relaxin receptor RXFP1 | AID 2676 | HEK293T-RXFP1 cAMP TR-FRET, 30 min; response scale: percent of porcine relaxin response, buffer zero | Potency, µM (top dose mostly 57.5 µM), for inactives: at the highest dose activation, hits mostly activators | Q9HBX9 | hit rate 0.3% among 370,000; further: potency means the concentration at half of the fitted maximal effect; on the % scale 0 is the no-effect control and ±100 the full control effect; nearly all actives have a fitted effect of over 60% in size; many of its hits are not listed in these tables
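HEK293T cells stably expressing RXFP1 were pretreated with the PDE4 inhibitor Ro 20174, exposed to compounds for 30 min at 37C, lysed, and cAMP was read by TR-FRET. Data normalized to buffer (basal) and 29 nM porcine relaxin (100%).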
* = called active by the depositor; ? = inconclusive; / = no result given; [ ] = another dose, or the depositor's remark. Unless noted, the call rests on the fitted dose curve; in most records, active means well fitted curve in the direction sought with a large enough effect; inconclusive means small, poorly fitted or top-dose-only effect, or another doubt; inactive means no such curve, though single readings can be large; an effect the other way counts as inactive or inconclusive.

SMILES	TRHR agonist	Apoferritin bind	D1 antag	D1 ag	RXFP1 antagonist	TRHR PAM	D2 PAM	D1 potentiator	RXFP1 agonist
Cc1ccc(OCC(O)Cn2c3ccccc3c3ccccc32)cc1 (stereo unspecified)	-0.1	6%	20	2	-18	12	-2	-2	0.0%
COc1ccc(CCNC(=O)CSc2ncc(C(=O)Nc3ccccc3)c(=O)n2C)cc1	0.4	/	-2	5	-18	-5	-6	3	-0.1%
CC(=O)N1C(=O)CC(C)N(C(C)=O)c2ccc([N+](=O)[O-])cc21 (stereo unspecified)	0.3	57%[activator]	-8	0	-10	-2	-3	-6	-0.4%
O=C(CCCN1C(=O)/C(=C/c2cccs2)SC1=S)Nc1ccc(O)c(C(=O)O)c1	0.6	?	0	1	/	0	1	-5	1.4%
O=C(CCC(=O)Nc1ccccc1Cl)NNC(=O)COc1ccc([N+](=O)[O-])cc1	-0.1	/	8	0	4	0	9	-9	-1.7%
O=C(Cn1ncc2c([nH]c3ccccc32)c1=O)N1CCN(c2ccccn2)CC1	-0.8	11%	9	0	15	-3	6	-1	2.0%
CCCn1c2ccccc2c2cnn(CC(=O)NCCN(C)C)c(=O)c21	0.6	-9%	9	2	7	2	7	-8	4.3%
COc1ccccc1N1CCN(C(=O)CN(C)S(=O)(=O)c2ccc3c(c2)c(=O)n(C)c(=O)n3C)CC1	-0.9	-15%	-25	-2	3	-19	-14	-14	4.6%
CCC1CSC(Nc2ccc(C(=O)/C=C/c3ccc(Br)cc3)cc2)=N1 (stereo unspecified)	0.3	?	4	3	-3	9	10	-4	2.5%
CCOC(=O)N1CCN(C(=O)/C(=C/c2ccc(N(C)C)cc2)NC(=O)c2ccccc2)CC1	0.6	/	8	2	3	8	5	-6	1.5%
COc1ccc(Cl)cc1NC(=O)CN1C(=O)CSc2ccc(S(=O)(=O)N3CCCC3)cc21	-2.2	57%[activator]	-5	15	13	9	-6	-4	-0.9%
COc1cc(NC(=O)c2cc(C)nc3ccccc23)cc(OC)c1OC	0.5	-4%	-2	2	4	2	-7	-6	0.5%
O=C(C1=COCCO1)N(Cc1nnc(-c2ccccc2Cl)o1)C1CC1	1.0	/	-16	1	-8	-9	-8	-11	4.5%
CC(=O)Nc1ccc(S(=O)(=O)N(C)CC(=O)OC(C)C(=O)N(C)C2CCCCC2)cc1 (stereo unspecified)	-0.7	-8%	-17	1	-4	-4	-6	-9	-1.6%
COCc1nc2ccccc2n1CCOc1cccc(C)c1	-0.4	-7%	-4	-1	-13	-9	12	0	0.1%
COc1ccc(C(=O)COC(=O)[C@H](C)Nc2ccc(C(F)(F)F)cc2[N+](=O)[O-])c(OC)c1	0.5	-13%	-26	1	-8	7	14	5	1.3%
COCCN1CCN(Cc2cn(C)nc2-c2ccc(Oc3ccccc3)cc2)CC1	-0.1	6%	-4	8	-16	44*	-2	2	2.8%
O=C(/C=C\c1ccco1)Nc1nc(-c2ccc3ccccc3c2)cs1	0.6	-2%	7	2	-3	-4	4	13	-0.2%
O=C(NCc1ccc2c(c1)OCO2)c1ccccc1	-0.1	-24%	22	-4	-10	-3	0	1	-2.6%
O=c1c2ccccc2[nH]c(=S)n1CCCN1CCN(C2CCCCC2)CC1	-0.6	-1%	-17	1	-16	1	-24	-4	2.2%
C/C(=N\NC(=O)c1ccc(O)cc1)c1cc2ccccc2o1	-1.1	-11%	18	-3	-38	0	-1	7	-0.4%
CC(C)C(NC(=O)c1ccccc1)C(=O)OCC(=O)N1CCCCC1 (stereo unspecified)	1.5	/	-4	2	-6	-1	-5	-2	0.9%
Fc1ccc(-c2csc(N3CCOCC3)n2)cc1	-4.1	-4%	-5	4	-4	9	6	1	-4.5%
CCCc1nnc(NC(=O)CCC(=O)Nc2ccc(Br)cc2)s1	0.0	2%	-9	0	-3	-11	-24	1	0.4%
CCOC(=O)c1cnc2ccc(OCC)cc2c1NCCc1ccc(OC)c(OC)c1	-3.1	-3%	1	1	-1	2	15	-3	-0.6%
FC(F)(F)c1cc(C(F)(F)F)n2nc(-c3sccc3-n3cccc3)cc2n1	-0.2	-8%	17	3	-10	8	1	17	-1.3%
COC(=O)C1CC(c2ccc(Cl)cc2)=NO1 (stereo unspecified)	-0.4	-6%	-9	2	-5	-7	-1	-1	-3.0%
O=C(CNC(=O)c1cccc(F)c1)OCCOc1cccc(Cl)c1	-0.3	/	-5	1	2	4	-5	-5	-0.1%
Cc1ccc(NC(=O)CSCC(=O)N(C)CCOc2ccc(Cl)cc2)cc1	0.6	/	-28	2	-31	-6	-18	-5	-0.5%
O=C(Cn1c(CO)nc2ccccc21)Nc1cc(C(F)(F)F)ccc1N1CCOCC1	0.2	-18%	-5	2	2	-4	-1	-2	-0.1%
Cc1ccc(S(=O)(=O)N(C)C)cc1NC(=O)COc1ccc(-c2nnco2)cc1	0.7	4%	-8	5	0	-2	-33	-3	7.9%
COc1cc2c(cc1OC)C(C)N(C(=O)c1cc(Cl)nc(Cl)c1)CC2 (stereo unspecified)	-0.1	-13%	4	1	5	1	2	-3	2.1%
O=S(=O)(c1ccccc1)c1nc(-c2cccs2)oc1SCc1ccccc1Cl	1.2	-8%	0	8	-19	-1	-3	0	2.1%
CCc1ccc(CN(C)C(C)C(=O)NCc2ccccc2)cc1 (stereo unspecified)	0.1	-14%	31	0	-7	6	-5	-10	0.1%
COc1ccc(-n2nc3ccc(NC(=O)c4cccc(OCCC(C)C)c4)cc3n2)cc1	1.8	34%[activator]	10	2	-6	36*	-1	1	11%
COc1ccccc1C1=CC(=O)C[C@H](c2ccc(Cl)cc2)C1	0.5	/	-36*	12	/	-4	5	-5	-1.1%
Cc1nn(C)c(C)c1Nc1ccc(N2C(=O)C3CC=CCC3C2=O)cc1[N+](=O)[O-] (stereo unspecified)	0.2	?	5	9	2	-12	2	-12	4.0%
Cc1cc(C)c2c(=O)n(CC(=O)Nc3ccc(Br)c(C)c3)sc2n1	0.9	?	-49*	17	8	3	-3	-21	4.0%
Cc1ccc(NC(=O)c2cc(=O)n(Cc3ccccc3)c(=O)[nH]2)cc1C	-2.0	-1%	-9	4	-14	11	9	4	2.3%
Cc1ccc(C)c(N2C(=O)CC(N3CCN(Cc4ccc5c(c4)OCO5)CC3)C2=O)c1 (stereo unspecified)	2.0	-15%	-2	4	5	6	/	-5	3.7%

Arranged by SMILES length (low to high): some entries from above.
SMILES	TRHR agonist	Apoferritin bind	D1 antag	D1 ag	RXFP1 antagonist	TRHR PAM	D2 PAM	D1 potentiator	RXFP1 agonist
Fc1ccc(-c2csc(N3CCOCC3)n2)cc1	-4.1	-4%	-5	4	-4	9	6	1	-4.5%
CCc1ccc(CN(C)C(C)C(=O)NCc2ccccc2)cc1 (stereo unspecified)	0.1	-14%	31	0	-7	6	-5	-10	0.1%
CCCc1nnc(NC(=O)CCC(=O)Nc2ccc(Br)cc2)s1	0.0	2%	-9	0	-3	-11	-24	1	0.4%
O=C(CNC(=O)c1cccc(F)c1)OCCOc1cccc(Cl)c1	-0.3	/	-5	1	2	4	-5	-5	-0.1%
COc1ccccc1C1=CC(=O)C[C@H](c2ccc(Cl)cc2)C1	0.5	/	-36*	12	/	-4	5	-5	-1.1%
CC(C)C(NC(=O)c1ccccc1)C(=O)OCC(=O)N1CCCCC1 (stereo unspecified)	1.5	/	-4	2	-6	-1	-5	-2	0.9%
Cc1ccc(NC(=O)CSCC(=O)N(C)CCOc2ccc(Cl)cc2)cc1	0.6	/	-28	2	-31	-6	-18	-5	-0.5%
Cc1cc(C)c2c(=O)n(CC(=O)Nc3ccc(Br)c(C)c3)sc2n1	0.9	?	-49*	17	8	3	-3	-21	4.0%
CCOC(=O)c1cnc2ccc(OCC)cc2c1NCCc1ccc(OC)c(OC)c1	-3.1	-3%	1	1	-1	2	15	-3	-0.6%
Cc1ccc(NC(=O)c2cc(=O)n(Cc3ccccc3)c(=O)[nH]2)cc1C	-2.0	-1%	-9	4	-14	11	9	4	2.3%
FC(F)(F)c1cc(C(F)(F)F)n2nc(-c3sccc3-n3cccc3)cc2n1	-0.2	-8%	17	3	-10	8	1	17	-1.3%
O=C(Cn1c(CO)nc2ccccc21)Nc1cc(C(F)(F)F)ccc1N1CCOCC1	0.2	-18%	-5	2	2	-4	-1	-2	-0.1%
Cc1ccc(S(=O)(=O)N(C)C)cc1NC(=O)COc1ccc(-c2nnco2)cc1	0.7	4%	-8	5	0	-2	-33	-3	7.9%
COc1ccc(-n2nc3ccc(NC(=O)c4cccc(OCCC(C)C)c4)cc3n2)cc1	1.8	34%[activator]	10	2	-6	36*	-1	1	11%
Cc1ccc(C)c(N2C(=O)CC(N3CCN(Cc4ccc5c(c4)OCO5)CC3)C2=O)c1 (stereo unspecified)	2.0	-15%	-2	4	5	6	/	-5	3.7%
Cc1nn(C)c(C)c1Nc1ccc(N2C(=O)C3CC=CCC3C2=O)cc1[N+](=O)[O-] (stereo unspecified)	0.2	?	5	9	2	-12	2	-12	4.0%

(further entries)
SMILES	TRHR agonist	Apoferritin bind	D1 antag	D1 ag	RXFP1 antagonist	TRHR PAM	D2 PAM	D1 potentiator	RXFP1 agonist
COc1ccc(S(=O)(=O)Nc2cc3c4c(oc3c3ccccc23)CC(C)(C)CC4=O)cc1	-0.4	?	30	1	-17	4	2	8	3.3%
CCOC(=O)c1c(C)[nH]c(C)c1S(=O)(=O)N1CCC(C(=O)NCc2cccc(C)c2)CC1	0.0	1%	-6	3	-7	-4	4	-2	-0.2%
COCCSc1nc(N)c(NC(=O)c2ccco2)c(=O)[nH]1	0.5	-5%	3	1	-3	6	6	-3	1.2%
O=C(CN1C(=O)c2ccccc2S1(=O)=O)NCc1cccs1	1.0	-7%	-20	3	5	3	10	-5	2.7%

Only part of the results is shown; rates above refer to the full screens.
